ssDAF12 agonist – S. stercoralis DAF-12 nuclear receptor activators, primary screen, cell-based, luminescence, HEK293, GRIP1 co-expression, lit1-tk-luc. HEK293 ssDAF-12/GRIP1 lit1-tk-luc reporter; % of 3 µM dafachronic acid response. actives 1% (n = 370,000). AID 652126, 2013. Nuclear hormone receptor DAF-12 (Strongyloides stercoralis). activation, % at 6.8 µM;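 active means activation above the mean over all tested compounds plus 3 SD, cut at about 0.9% in these data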;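 further: 0% = DMSO-only wells and 100% = 3 µM delta7-dafachronic acid wells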
DAX1 inh-1 – DAX1 (NR0B1) inhibitors on StAR promoter, primary screen, cell-based, luminescence, SF-1 (NR5A1), full-length DAX-1; inhibition, % at 6.8 µM; AID 652010, 2013; actives 1.1% (n = 370,000); HEK293T StAR-luciferase reporter, SF-1/DAX-1 repression relief;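 active means inhibition above the mean over all tested compounds plus 3 SD, cut at about 3.6% in these data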;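 further: 0% = DAX-1 cells with DMSO and 100% = cells lacking DAX-1 with DMSO; higher inhibition means more luminescence from relief of DAX-1 repression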
NPR1 activator – GC-A stimulated cGMP production enhancers – HEK293 GC-A cells, cGMP TR-FRET, EC30 ANP, primary screen; 0% at EC30 ANP, 100% saturating ANP; Atrial natriuretic peptide receptor 1 (Homo sapiens), P16066; actives 0.14% (n = 370,000); activation, % at 10 µM; in the data active means activation above about 40%
Target sequence (P16066 whole entry, looked up): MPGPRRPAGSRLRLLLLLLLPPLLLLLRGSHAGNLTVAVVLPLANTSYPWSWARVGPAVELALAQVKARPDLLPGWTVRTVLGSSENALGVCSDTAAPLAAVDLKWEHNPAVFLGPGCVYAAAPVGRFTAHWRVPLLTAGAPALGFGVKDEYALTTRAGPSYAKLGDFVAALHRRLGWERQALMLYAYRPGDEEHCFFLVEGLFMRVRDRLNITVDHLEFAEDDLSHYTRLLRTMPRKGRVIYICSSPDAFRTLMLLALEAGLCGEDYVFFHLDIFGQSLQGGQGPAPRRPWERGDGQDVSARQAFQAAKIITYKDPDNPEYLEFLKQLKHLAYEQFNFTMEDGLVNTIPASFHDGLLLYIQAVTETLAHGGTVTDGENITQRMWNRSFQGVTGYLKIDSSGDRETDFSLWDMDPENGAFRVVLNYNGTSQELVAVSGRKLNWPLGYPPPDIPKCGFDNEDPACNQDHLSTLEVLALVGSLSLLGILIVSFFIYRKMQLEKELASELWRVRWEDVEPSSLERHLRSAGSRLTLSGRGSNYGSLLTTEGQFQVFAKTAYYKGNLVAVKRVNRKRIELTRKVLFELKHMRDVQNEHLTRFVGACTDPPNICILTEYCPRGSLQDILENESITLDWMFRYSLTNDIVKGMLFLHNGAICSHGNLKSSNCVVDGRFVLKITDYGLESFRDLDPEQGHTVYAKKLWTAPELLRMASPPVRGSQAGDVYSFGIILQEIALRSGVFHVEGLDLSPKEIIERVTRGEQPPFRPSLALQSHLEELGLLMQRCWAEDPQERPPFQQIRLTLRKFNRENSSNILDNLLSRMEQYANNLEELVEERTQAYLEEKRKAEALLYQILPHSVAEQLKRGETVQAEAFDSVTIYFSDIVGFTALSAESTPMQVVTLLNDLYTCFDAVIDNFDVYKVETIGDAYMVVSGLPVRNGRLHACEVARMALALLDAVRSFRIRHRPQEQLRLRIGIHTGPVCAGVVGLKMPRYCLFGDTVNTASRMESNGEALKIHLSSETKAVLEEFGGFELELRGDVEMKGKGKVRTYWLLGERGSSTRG
hcDAF-12 act – H. contortus DAF-12 nuclear receptor activators, primary screen, cell-based, luminescence, HEK293, lit1-tk-luc reporter. HEK293 hcDAF-12 lit1-tk-luc reporter; 0% DMSO, 100% Δ7-dafachronic acid. activation, % at 6.8 µM. actives 1.4% (n = 370,000). AID 652067, 2013;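 active means activation above the mean of all tested compounds plus 3 SD, cut at about 5.5% in these data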;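 further: 100% = response to 3 µM Δ7-dafachronic acid high control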
DAX1 inh-2 – DAX1 (NR0B1) inhibitors, primary screen, cell-based, HEK293, Gal4-DAX1, luciferase luminescence | Nuclear receptor subfamily 0 group B member 1 (Homo sapiens), P51843 | HEK293 Gal4-DAX1 luciferase reporter | inhibition, % at 6.75 µM | actives 0.99% (n = 340,000) | AID 504766, 2011;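 active means inhibition above the mean over all tested compounds plus 3 SD, cut at about 4.2% in these data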;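 further: 0% = DAX1-transfected cells with DMSO and 100% = empty-vector control cells with DMSO; inhibition shows as a rise in luminescence from relieved DAX1 repression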
ADAM10 inh – human ADAM10 inhibitors, primary screen, biochemical, QFRET, HTS; Disintegrin and metalloproteinase domain-containing protein 10 (Homo sapiens), O14672; recombinant ADAM10, EDANS/DABCYL FRET peptide cleavage, 3 h; inhibition, % at 7 µM; actives 0.62% (n = 370,000);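 active means inhibition above a per-campaign cutoff equal to the mean of compounds falling between control-based bounds plus 3 SD, cut at about 20% in these data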;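 further: 0% = DMSO wells while the 100% control is not disclosed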
hgDAF12 agonist – H. glycines DAF-12 receptor agonists, primary screen, cell-based, luminescence, HEK293, GAL4 fusion, UAS-luciferase. actives 1.8% (n = 370,000). activation, % at 6.8 µM. AID 687014, 2013. HEK293 GAL4-hgDAF12 UAS-luciferase reporter, agonist luminescence; normalized to butyrate control;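 active means activation above a cutoff set at the mean of all screened compounds plus 3 SD, cut at about 10% in these data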;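 further: 0% = DMSO wells and 100% = sodium butyrate wells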
NPR2 activator – human GC-B receptor activators, primary screen, HEK293 GC-B cells, cGMP TR-FRET, EC30 CNP; Atrial natriuretic peptide receptor 2 (Homo sapiens), P20594; 0% at EC30 CNP, 100% saturating CNP; activation, % at 10 µM; actives 0.11% (n = 370,000); AID 1920062, 2024;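 active means activation at 10 µM reaching about 35% in either raw or pattern-adjusted values, limit read from the data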
FXN GAA850 act – FXN promoter activators, primary screen, cell-based, luciferase luminescence, HEK293 lucGAA850; HEK293 lucGAA850 FXN promoter luciferase reporter, 24 h; percent of 10 µM SAHA response; activation, % at 6 µM; actives 0.56% (n = 360,000);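 active means activation above the average of all compounds screened plus 3 SD, cutoff fixed separately per campaign, cut at about 7.5% in these data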;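 further: 0% = DMSO wells and 100% = 10 µM SAHA wells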
SMARCA2 activ – SMARCA2 (BRM) function activators, primary screen, cell-based, luminescence, high throughput; MG213 cells, MMTV-luciferase reporter, dexamethasone, overnight; activation, % at 9.1 µM; actives 1% (n = 370,000); in the data active means activation above about 7.8%;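 further: 0% = vehicle wells and 100% = reference activator wells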
HGIII-sPLA2 inh – human group III sPLA2 inhibitors, primary screen, biochemical, QFRET, BODIPY PC-A2 liposome substrate | QFRET BODIPY PC-A2 liposome hydrolysis, fluorescence | inhibition, % at 12.2 µM | actives 0.56% (n = 370,000) | AID 743126, 2013;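 active means inhibition above mean plus 3 SD of compounds lying within the high and low control bounds, cut at about 19% in these data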;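 further: 0% = median of test compound wells and 100% = no enzyme DMSO wells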
* marks the source's active call; other numbers are inactive results; i = inactive; x = no result given. An unsorted share of the library. Share with any hit: about 6.6%.

SMILES	ssDAF12 agonist	DAX1 inh-1	NPR1 activator	hcDAF-12 act	DAX1 inh-2	ADAM10 inh	hgDAF12 agonist	NPR2 activator	FXN GAA850 act	SMARCA2 activ	HGIII-sPLA2 inh
Cc1ccc(S(=O)(=O)NCC(=O)OCC(=O)NCc2cccs2)cc1	-1.2	-0.5	0	-0.2	3.6	-4	-0.3	-3	-2.6	-2	-4
CCOC(=O)N1CCN(S(=O)(=O)c2c(C)nc3scc(C)n3c2=O)CC1	-1.2	0.3	5	0.3	0.1	-179	0.3	3	-0.1	0	4
CC1=C(C(=O)OCc2ccccc2)C(c2cccnc2)n2ncnc2N1 (centres undefined)	-1.0	0.4	1	0.1	0.6	-4	0.9	1	2.7	0	0
CC(C)C(NC(=O)C1CCCCC1)C(=O)Nc1ccc2c(c1)OCCO2 (centres undefined)	-1.7	0.7	4	-1.5	0.5	2	0.7	3	-7.6	-3	4
CC(C)N(CCO)C(=O)CCc1nnc(CCCc2ccccc2)o1	-0.6	0.3	1	1.1	3.2	4	2.5	0	3.2	2	5
COc1ccc(OC)c(CN2CCN(C(=O)c3cccc(S(=O)(=O)Nc4ccc(F)cc4)c3)CC2)c1	-0.4	0.0	-3	-0.3	-0.3	7	-3.1	0	0.9	4	-22
Cc1ccnc2nc(C(=O)Nc3ccc(S(=O)(=O)N4CCCC4)cc3)nn12	-2.0	0.0	3	-0.5	1.3	-1	2.5	-2	0.5	-5	0
COc1cccc(-c2sc3ccccc3c2-c2ccc(OCCN3CCCC3)cc2)c1	-1.1	-0.1	-1	0.2	0.0	4	-0.5	-7	0.9	0	-1
Cc1ccc(OCCC(=O)Nc2c(C)n(C)n(-c3ccccc3)c2=O)cc1	-1.4	-0.1	0	-0.4	0.7	1	-0.1	0	2.5	1	-4
COc1ccccc1-n1c(SCC(=O)N(C)C)nnc1-c1ccco1	-1.1	0.2	0	0.7	0.6	3	1.5	-1	2.7	-2	-5
CN(C)CCCN(C(=O)c1ccc(S(=O)(=O)N(C)Cc2ccccc2)cc1)c1nc2c(F)cccc2s1	-0.9	0.4	-4	1.1	0.5	-6	1.1	0	0.1	2	-6
Cc1ccc(C(O)c2ncc(-c3ccc(F)cc3)[nH]2)c(C)c1 (centres undefined)	-0.7	-0.5	3	-1.1	x	-7	-2.9	-1	-1.0	-2	11
S=c1[nH]nc(-c2cc(-c3ccccc3)n[nH]2)n1/N=C/c1ccc(Br)s1	-1.6	-0.4	-6	-2.4	-0.1	10	-1.1	-12	4.6	-2	-10
O=c1c2ccccc2ncn1Cc1ccco1	-0.1	0.3	-1	5.0	-0.2	-3	2.1	-2	0.1	-2	1
Cc1c(C)c2ccc(OCC(=O)Nc3ccc(CN4CCOCC4)cc3)cc2oc1=O	-1.3	0.0	3	-2.3	0.2	-283	1.7	6	-1.3	-4	2
COc1ccc(CCN2CC34C=CC(O3)C(C(=O)NCc3ccccc3Cl)C4C2=O)cc1OC (centres undefined)	0.2	-0.3	-5	-1.9	-0.1	-4	2.0	1	-0.3	-1	-2
CC1CCN(C(=O)C(C)Sc2nc(-c3ccccc3)cc(C(F)(F)F)n2)CC1 (centres undefined)	-1.5	-0.4	4	0.9	0.6	-6	-1.3	2	-0.8	0	-4
CCOc1ccc(NC(=O)C(c2ccccn2)N(C(=O)CCl)c2ccc(OC)cc2)cc1 (centres undefined)	2.4*	-0.2	-1	10*	1.0	-11	11*	-7	2.8	9.7*	1
CN(C)S(=O)(=O)c1ccc(NC(=O)CSc2nnc(-c3ccco3)o2)cc1	-1.6	1.4	-5	0.7	1.2	-4	-1.8	0	2.2	-1	-10
COc1ccc2sc(N(CCCN(C)C)C(=O)c3ccc(C(=O)c4ccccc4)cc3)nc2c1	-1.1	0.3	-3	0.6	0.4	-4	0.7	-6	1.1	2	-2
CCCc1cc(=O)oc2cc(C)cc(OCc3nn[nH]n3)c12	-1.2	0.9	2	-0.4	0.2	i	1.9	1	0.4	-1	0
Cc1cc(C)c(NS(=O)(=O)c2c(C(=O)N3CCOCC3)c(C)n(C)c2C)c(C)c1	-0.7	1.7	1	-1.0	0.5	3	1.5	1	2.2	0	-2
COc1ccc(S(=O)(=O)NC2CCCCC2)cc1F	-0.5	1.3	0	0.2	-0.3	-7	3.3	-4	-1.1	2	-5
O=C(COC(=O)c1ccccc1N1C(=O)C2C3CCC(C3)C2C1=O)c1ccccc1 (centres undefined)	-0.9	0.4	-2	-1.1	-0.7	-3	2.2	-3	-0.4	-3	-5
CCOc1ccc(N=C(C)c2ccccc2O)cc1	-0.8	0.3	3	1.0	-1.9	-1	-0.9	4	-2.8	-2	7

Complete entries as entered above. Order of screens: ssDAF12 agonist | DAX1 inh-1 | NPR1 activator | hcDAF-12 act | DAX1 inh-2 | ADAM10 inh | hgDAF12 agonist | NPR2 activator | FXN GAA850 act | SMARCA2 activ | HGIII-sPLA2 inh
Results for `COc1ccc(S(=O)(=O)NC2CCCCC2)cc1F` = -0.5 | 1.3 | 0 | 0.2 | -0.3 | -7 | 3.3 | -4 | -1.1 | 2 | -5
Results for `CN(C)CCCN(C(=O)c1ccc(S(=O)(=O)N(C)Cc2ccccc2)cc1)c1nc2c(F)cccc2s1` = -0.9 | 0.4 | -4 | 1.1 | 0.5 | -6 | 1.1 | 0 | 0.1 | 2 | -6
Results for `Cc1ccc(C(O)c2ncc(-c3ccc(F)cc3)[nH]2)c(C)c1` (centres undefined) = -0.7 | -0.5 | 3 | -1.1 | x | -7 | -2.9 | -1 | -1.0 | -2 | 11

Back to the main list with the two entries that preceded the break.
SMILES	ssDAF12 agonist	DAX1 inh-1	NPR1 activator	hcDAF-12 act	DAX1 inh-2	ADAM10 inh	hgDAF12 agonist	NPR2 activator	FXN GAA850 act	SMARCA2 activ	HGIII-sPLA2 inh
O=C(COC(=O)c1ccccc1N1C(=O)C2C3CCC(C3)C2C1=O)c1ccccc1 (centres undefined)	-0.9	0.4	-2	-1.1	-0.7	-3	2.2	-3	-0.4	-3	-5
CCOc1ccc(N=C(C)c2ccccc2O)cc1	-0.8	0.3	3	1.0	-1.9	-1	-0.9	4	-2.8	-2	7
O=C(CN1CCCC1)N1c2ccccc2Sc2ccccc21	-1.3	-0.3	-8	1.6	0.3	-3	-1.6	-8	-1.3	1	-3
Cc1sc(N)nc1-c1c(C)n(C)c2ccccc12	-0.8	-0.3	-2	0.4	0.6	2	3.2	0	-0.3	0	7
COc1ccc(NC(C)=O)cc1S(=O)(=O)NC(C)c1ccc(-n2ccnc2)cc1 (centres undefined)	-1.0	0.6	1	-0.1	1.0	-12	-2.5	1	0.7	-2	10
COc1ccc(-c2sc3cc(OC)ccc3c2-c2ccc(OCCN3CCOCC3)cc2)cc1	-1.4	-2.1	4	-1.6	-1.5	-123	5.5	0	1.1	-2	-5
O=S(=O)(NC(=NCCc1ccc(Cl)cc1)c1ccccc1Cl)c1cccs1	-1.2	-0.8	-26	-3.3	-0.6	3	0.4	-17	0.8	-3	-23
Cc1c(OCC(=O)NC2CC(C)(C)NC(C)(C)C2)ccc2c3c(c(=O)oc12)CCC3	-0.9	1.6	0	-1.3	1.1	-121	1.5	-1	1.7	0	-3
Nc1ccccc1SCc1c(Cl)cccc1Cl	-0.5	0.2	0	3.4	-0.1	4	2.2	1	-1.1	-5	12
COc1ccc(S(=O)(=O)N2CCOCC2)cc1NC(=O)C1CC(=O)N(c2ccc3c(c2)OCCO3)C1 (centres undefined)	-1.1	0.3	1	-2.5	-0.3	9	-1.8	4	2.0	1	8
Cc1ccc(NC(=S)NCCc2c[nH]c3ccccc23)cc1	-1.5	0.1	1	-0.7	-0.6	5	3.7	-3	-0.9	2	-17
CC1=NC(Nc2nc(C)c3ccccc3n2)=NC(C)(C)C1	-1.5	0.5	0	-1.7	-0.3	-19	2.4	-10	-4.3	6	0
CCOC(=O)N(C)C[C@@H]1OCc2cnnn2CCCC(=O)N([C@H](C)CO)C[C@@H]1C	-0.7	0.5	1	-1.3	3.1	-1	2.8	-3	-0.8	-5	12
Oc1ccccc1O	-0.1	-0.4	3	-0.4	0.4	-6	0.9	0	4.0	-4	12
CN(C)c1cc[n+](CC(=O)Nc2c(Cl)cc(Cl)cc2Cl)cc1	-1.4	-0.3	3	-2.2	-0.3	-1	2.3	-1	0.9	-4	-3
Cn1cccc1C(=O)OCC(=O)NC(=O)c1ccc(Cl)cc1	-0.5	0.0	1	-1.6	-0.6	-7	-2.2	9	1.5	-2	4
O=[N+]([O-])c1ccc(N2CCN(CCO)CC2)cc1Sc1nc2ccccc2[nH]1	-0.2	-0.2	-1	1.7	0.6	10	0.1	-4	2.0	-3	5
CC1(C)SC2c3ccccc3C(=O)N2[C@@H]1C(=O)NCCCN1CCOCC1 (some centres undefined)	-0.7	0.1	0	0.2	-0.6	-2	-0.7	10	0.6	0	-3
CCOC(=O)c1c(NC(=O)c2ccccc2N(C)S(=O)(=O)c2ccccc2)sc2c1CCCC2	-0.1	0.2	-9	0.6	-1.8	-20	2.1	-2	-3.1	-3	1
CSc1ccc(/C=C(\C(=O)O)c2ccc(S(=O)(=O)N3CCCC3)s2)cc1	-1.4	1.9	-3	2.3	1.0	-154	-1.2	5	2.6	-4	-12
CCOCCc1nn2c(=O)cc(CSCC(=O)Nc3ccc(OC)cc3)nc2s1	-1.0	-0.4	1	1.5	0.4	1	0.1	1	-0.1	-2	5
Cc1ccc(OCC(=O)Nc2ccccc2C(=O)NC2CC2)cc1C	-1.5	-0.6	1	-1.0	1.2	-5	-2.1	-5	1.4	-1	3
CCCCNC(=O)c1nc(-c2ccncc2)oc1-c1ccc(OC(F)(F)F)cc1	-1.1	0.4	0	0.1	x	-41	-1.0	7	x	2	2
O=C(COC(=O)CNS(=O)(=O)c1ccc2ccccc2c1)Nc1ccccc1Sc1ccccc1	-1.5	-0.6	11	-0.6	-0.4	12	-2.8	2	2.7	-2	-34
CC(=O)c1ccc(NC(=O)Nc2ccc3c(c2)N(C)C(=O)CS3)cc1	-1.4	-1.6	1	-1.5	-1.8	-13	2.9	2	-2.6	-5	-43
CCc1nn2c(=O)c(S(=O)(=O)Nc3ccccc3)c(C)nc2s1	-1.4	-0.1	-7	-1.4	1.2	-3	0.4	-2	-0.7	-1	-1
